# ATG4B inhibitor = blocks human ATG4B protease cleavage of LC3 substrate | ATG4B cleavage of LC3-PLA2, NBD-HPC fluorescence, 1 h | hit rate 0.51% among 340,000 | inhibition, % at 8.33 µM | AID 504462; in the data active = inhibition above about 40%
# mIAP block = blocks mouse intestinal alkaline phosphatase | inhibition, % at 10 µM | hit rate 0.2% among 330,000 | purified mouse IAP, CDP-Star luminescence, 30 min | AID 2806;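 active = inhibition of at least 40% at 10 µM in the primary screen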;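 also: plate controls were DMSO with enzyme for no effect and no enzyme wells for full effect; values of inactives mirror those of a sister screen read the other way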
# mIAP act = mouse IAP activation; hit rate 0.24% among 330,000; muIAP, CDP-Star luminescence, 30 min; hits give high values; 1 = vehicle-only enzyme signal, 0 = enzyme-free wells; activation factor at 10 µM;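 active = activation factor of at least 2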; also: the source names both 10 and 20 µM as test concentration; values of inactives mirror those of a sister screen read the other way
#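 System: mouse IAP enzyme. Reagent: CDP-Star chemiluminescent phosphatase substrate. Benchmarks: DMSO wells, no-enzyme wells. Times: 30 min enzyme-substrate-compound incubation at room temperature. Detection: luminescence from enzymatic CDP-Star hydrolysis. Doses: test compounds delivered from DMSO solution.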
# HKDC1 inhibitor = HKDC1 (human) hexokinase inhibition; hit rate 0.16% among 340,000; inhibition, % at 20 µM; Q2TB90; AID 493160; recombinant HKDC1, G6PDH/diaphorase resazurin coupled fluorescence;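 active = inhibition above about 35% when tested at 20 µM, limit read from the data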;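 also: plate controls were DMSO wells with enzyme for no effect and DMSO wells lacking enzyme for full effect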
# Target sequence (Q2TB90 whole entry, looked up): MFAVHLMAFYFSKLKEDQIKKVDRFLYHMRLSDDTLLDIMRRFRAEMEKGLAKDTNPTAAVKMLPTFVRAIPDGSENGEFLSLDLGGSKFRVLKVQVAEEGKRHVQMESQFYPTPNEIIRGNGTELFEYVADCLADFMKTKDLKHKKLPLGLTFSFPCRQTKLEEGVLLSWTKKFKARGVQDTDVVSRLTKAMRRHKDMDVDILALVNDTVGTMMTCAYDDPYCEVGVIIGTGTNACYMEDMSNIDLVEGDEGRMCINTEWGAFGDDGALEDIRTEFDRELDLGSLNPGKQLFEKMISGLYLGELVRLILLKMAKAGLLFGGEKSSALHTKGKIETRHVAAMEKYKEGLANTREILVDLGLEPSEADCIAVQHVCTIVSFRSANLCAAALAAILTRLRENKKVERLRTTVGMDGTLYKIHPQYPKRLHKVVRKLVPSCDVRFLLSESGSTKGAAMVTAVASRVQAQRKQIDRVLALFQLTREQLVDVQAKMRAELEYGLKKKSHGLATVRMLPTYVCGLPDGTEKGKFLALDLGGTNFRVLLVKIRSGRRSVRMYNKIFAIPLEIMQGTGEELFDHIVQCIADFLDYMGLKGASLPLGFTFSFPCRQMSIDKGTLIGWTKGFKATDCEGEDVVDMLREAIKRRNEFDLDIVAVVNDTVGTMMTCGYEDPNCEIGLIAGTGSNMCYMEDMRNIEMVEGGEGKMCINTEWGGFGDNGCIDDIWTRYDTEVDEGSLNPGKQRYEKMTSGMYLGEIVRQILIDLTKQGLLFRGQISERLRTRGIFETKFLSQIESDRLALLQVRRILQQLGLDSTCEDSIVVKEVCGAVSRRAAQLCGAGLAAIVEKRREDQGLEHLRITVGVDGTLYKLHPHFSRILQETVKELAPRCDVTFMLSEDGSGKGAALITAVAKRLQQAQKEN
#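 test system = in-house recombinant HK5 (HKDC1) enzyme | amount = HKDC1 at 5 µg/mL | control set = DMSO-enzyme wells negative, buffer-substituted wells positive | compound = one dose of 20 µM, 1% DMSO | schedule = reaction time 90 min, room temperature, protected from light | technique = resorufin fluorescence at 613 nm | reagent = glucose with 1 mM ATP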
# hIAP inh = human IAP inhibition; P09923; inhibition, % at 10 µM; hit rate 0.12% among 330,000; purified IAP, CDP-Star luminescence, 30 min;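 active = inhibition reaching a set limit with compound at 10 µM in the primary screen, cut at about 35% in these data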;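 also: plate controls were DMSO wells with enzyme for no effect and no-enzyme buffer wells for full effect; values of inactives mirror those of a sister screen read the other way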
# APOBEC3A inh = inhibitors of human APOBEC3A DNA deaminase. P31941. recombinant A3A, FAM/TAMRA ssDNA deamination fluorescence. inhibition, % at 20 µM. hit rate 0.41% among 330,000;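 active = at least 40% inhibition at 20 µM here, with at most 30% in a related deaminase screen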;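 also: plate controls were A3A with DMSO for no effect and wells lacking A3A enzyme for full effect; some results filed as inactive read as strong as hits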
# Target sequence (P31941 whole entry, looked up): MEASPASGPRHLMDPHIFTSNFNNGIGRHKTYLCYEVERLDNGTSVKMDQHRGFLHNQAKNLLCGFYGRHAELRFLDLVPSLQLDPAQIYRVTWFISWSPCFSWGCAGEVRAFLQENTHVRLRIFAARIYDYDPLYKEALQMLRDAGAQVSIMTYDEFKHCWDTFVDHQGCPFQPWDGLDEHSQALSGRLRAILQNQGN
# hIAP activ = human IAP activation. purified human IAP, CDP-Star luminescence, 30 min; hits give high values; 1 = vehicle-only enzyme, 0 = enzyme-free background. activation factor at 10 µM. hit rate 0.16% among 330,000;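 active = activation factor of the enzyme at least 2-fold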; also: the source names both 10 and 20 µM as test concentration; values of inactives mirror those of a sister screen read the other way
# PfG6PD inh = PfG6PD (Plasmodium falciparum) enzyme inhibition. PfGluPho enzyme, NADPH resazurin-diaphorase fluorescence. inhibition, % at 20 µM. hit rate 0.78% among 350,000. AID 504690;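 active = inhibition reaching at least a set limit at 20 µM in the primary screen, cut at about 59% in these data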;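 also: 0% = DMSO wells with substrate and 100% = DMSO wells lacking glucose-6-phosphate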
# An asterisk follows results filed as active; x = not tested or not shown.
ATG4B inhibitor	mIAP block	mIAP act	HKDC1 inhibitor	smiles	hIAP inh	APOBEC3A inh	hIAP activ	PfG6PD inh
-4	1	0.99	-4	Cc1nnc(NC(=O)c2ccc(-c3ccc(Cl)cc3)o2)s1	-15	-1	1.1	-3
-6	11	0.89	-5	Cc1cccc(-c2c3c(=O)n(C)c(=O)n(C)c3cn2-c2ccc(O)cc2)c1	16	-1	0.84	3
-6	4	0.95	-5	O=C(Cn1cccc1C(=O)c1ccccc1)NCCN1CCOCC1	6	-5	0.94	3
-5	9	0.91	0	Cc1cccc(NS(=O)(=O)c2ccc3[nH]c(=O)[nH]c3c2)c1C	14	0	0.86	5
-9	-7	1.1	-5	CC(=O)N=c1sc2c3ccccc3ccc2n1C	-13	3	1.1	7
3	7	0.93	-6	CCN(CC)CCCNC(=O)c1ccccc1NC(=O)C1=CSCCO1	-15	-3	1.1	1
2	0	1	0	O=C(O)CCCCCN1C(=O)CCC1=O	-12	-1	1.1	2
-2	4	0.96	-1	CCOC(=O)CNC(=O)CSc1nnc(-c2ccc(OC)cc2)n1CC	-10	0	1.1	-10
-1	10	0.9	-2	CC(=O)c1c(C)[nH]c(C(=O)Nc2ccccc2N2CCOCC2)c1C	-10	3	1.1	-3
-2	-4	1	-3	COc1ccc(N2C(=O)CCC(C(=O)N(C)CCc3ccccn3)C2c2ccc(OC)c(OC)c2)cc1 (stereo not given)	-4	-1	1	-7
-4	9	0.91	2	O=S(=O)(/C=C/c1ccccc1)N1CCN(c2nc(-c3ccccc3)nc3ccccc23)CC1	-2	-2	1	6
6	10	0.9	-4	Cc1ccccc1NC(=O)CSc1nnc(C)c(=O)[nH]1	1	-3	0.99	-12
-1	8	0.92	-9	Cc1nnc(N/N=C/c2cc(C)n(-c3ccc(F)cc3)c2C)n1N	-4	-1	1	78*
2	31	0.69	6	O=C1CC(c2ccco2)CC(O)=C1C=NCC1NCCc2ccccc21 (stereo not given)	8	-1	0.93	-7
2	10	0.9	2	C[C@@H]1CC[C@H]2C(=O)N3[C@@H](CC[C@@H](C)[C@@H]3c3ccc(Br)cc3)C(=O)N2[C@H]1c1ccc(Br)cc1	-3	1	1	12
-5	-3	1	4	CC(=O)c1ccc(Sc2ccccc2)c([N+](=O)[O-])c1	6	-1	0.94	6
-9	-24	1.2	-1	CCn1nc(NC(=O)CC(C)C)c2cc3ccc(C)cc3nc21	-19	31	1.2	15
14	11	0.89	2	Cc1ccccc1S(=O)(=O)/N=C(/Nc1nc2ccccc2s1)c1ccccc1	-11	0	1.1	-27
-11	2	0.98	-4	C[C@H](NS(=O)(=O)c1ccc(Cl)cc1)C(=O)OCC(=O)NC(=O)Nc1ccc2c(c1)OCCO2	-3	1	1	5
-7	-4	1	14	CN(C)c1cccc2c(S(=O)(=O)N3CCOCC3)cccc12	8	0	0.93	-4
-7	-5	1	0	Cc1nc(CNS(=O)(=O)c2cccs2)cs1	-12	-2	1.1	-6
5	-9	1.1	0	CCS(=O)(=O)N1Cc2ccccc2CC1C(=O)Nc1ccc(C)cc1 (stereo not given)	-1	8	1	-7
-4	7	0.93	-2	CC(=O)c1ccc(OCC(=O)N(C2CCCCC2)C2CCS(=O)(=O)C2)cc1 (stereo not given)	1	11	0.99	1
8	2	0.98	10	COc1cccc(OCCn2ccnc2)c1	4	0	0.96	-1
-7	6	0.94	-7	Cc1nc(-c2cccnc2)sc1C(N)=O	6	-4	0.94	-6
-3	0	1	3	CC(C)N1CC(C(=O)Nc2ccc(F)c(Cl)c2)CC1=O (stereo not given)	19	-7	0.81	-4
3	-3	1	-7	CSc1ccccc1C(=O)NCC(c1ccco1)N(C)C (stereo not given)	14	2	0.86	9
-2	-2	1	-6	CN(C)CCOC(=O)c1ccc(COc2ccccc2Br)o1	9	-2	0.91	11
-7	4	0.96	-10	COC(=O)[C@@H](NC(=O)NCc1cccs1)C(C)C	14	2	0.86	-2
4	-2	1	0	CC(=O)O[C@H]1CC[C@@]2(C)C(=CC[C@H]3[C@@H]4CC[C@H](C(C)=O)[C@@]4(C)CC[C@@H]32)C1	-20	-3	1.2	-14
-15	2	0.97	-1	COCCCN1C(=O)c2ccc(C(=O)Nc3cccc(OC)c3)cc2C1=O	17	-2	0.83	0
-8	0	1	-3	C=C1CCN(C(Cc2ccccc2)C(=O)OC)S(=O)(=O)c2ccc(F)cc21 (stereo not given)	7	-4	0.93	6
4	-7	1.1	-1	S=C(NCCc1ccccc1)N1CCCCC1	7	1	0.93	-12
-5	12	0.89	-4	COc1ccc(C(=O)N/C(=C\c2cn(C)c3ccccc23)C(=O)NCCCn2ccnc2)cc1	-4	-2	1	4
7	-3	1	41*	CC(=O)n1cc(N(C(=O)CCl)c2ccc(C)cc2)c2ccccc21	-7	-2	1.1	1
1	5	0.95	2	O=C(CN1C(=O)NC2(CCCCC2)C1=O)Nc1cc(C(F)(F)F)ccc1N1CCCCC1	3	-2	0.97	6
3	2	0.98	-7	Cc1cnc(C(=O)OCC(=O)N2CCc3ccccc32)cn1	-3	1	1	-15
7	-9	1.1	2	COCCn1c(SCC(=O)NCc2ccccc2)nnc1-c1ccco1	16	-3	0.84	-9
30	3	0.97	-3	Cc1cc(=O)oc2cc(OC(=O)c3nn(C(C)C)c(=O)c4ccccc34)ccc12	2	35	0.98	6
5	4	0.96	-3	C(=N/n1c2ccccc2c2ccccc21)/c1ccco1	-17	2	1.2	33

# In a second layout: entries from further up.
Cc1cc(=O)oc2cc(OC(=O)c3nn(C(C)C)c(=O)c4ccccc34)ccc12
  ATG4B inhibitor: 30	mIAP block: 3	mIAP act: 0.97	HKDC1 inhibitor: -3	hIAP inh: 2	APOBEC3A inh: 35	hIAP activ: 0.98	PfG6PD inh: 6
C(=N/n1c2ccccc2c2ccccc21)/c1ccco1
  ATG4B inhibitor: 5	mIAP block: 4	mIAP act: 0.96	HKDC1 inhibitor: -3	hIAP inh: -17	APOBEC3A inh: 2	hIAP activ: 1.2	PfG6PD inh: 33

# Further entries follow:
ATG4B inhibitor	mIAP block	mIAP act	HKDC1 inhibitor	smiles	hIAP inh	APOBEC3A inh	hIAP activ	PfG6PD inh
-6	-1	1	-3	COc1cc(C)c(S(=O)(=O)Nc2ccccc2F)cc1C	22	-1	0.78	19
4	-2	1	-8	COc1ccc(C(=O)/C(=C/N(C)C)S(=O)(=O)c2ccccc2)cc1	14	3	0.86	-1
-16	8	0.92	-1	CC1CCN(S(=O)(=O)c2ccc3[nH]c(=O)[nH]c3c2)CC1	5	0	0.95	-5
-7	6	0.94	28	CN1c2ccccc2N(C)C1(C)c1cccc2ccccc12	5	1	0.95	32
7	11	0.89	-1	O=c1c2cccc3c2c(nn1-c1ccccc1)-c1ccccc1-3	1	0	0.99	-5
-3	5	0.95	-7	Cc1ccc2oc(=O)c(/C=C(\O)c3ccco3)nc2c1	6	-6	0.94	6
-62	-7	1.1	-1	CC(=O)Nc1cccc(C(=O)Nc2cccc(S(=O)(=O)NCc3ccco3)c2)c1	-9	-1	1.1	0
0	-1	1	-3	O=C(NN=C(Cc1ccccc1)Cc1ccccc1)C1CC1	5	-4	0.95	7
-3	0	1	-5	CC12CC3(C)CC(C)(C1)CC(C(=O)NCC(=O)O)(C2)C3	4	50*	0.96	-4
-1	14	0.86	4	CC1=N/C(=C\c2ccc([N+](=O)[O-])cc2)C(=O)N1c1ccc(Br)c(C)c1	1	1	0.99	5
-10	-8	1.1	-4	Cc1c(NC(=O)CN2CCCC(C)C2)ccc2nsnc12 (stereo not given)	-4	31	1	6
-3	-4	1	11	O=C(COc1ccccc1)NC(=S)Nc1cccc(NC(=O)c2ccccc2Cl)c1	-21	4	1.2	-6
0	0	1	0	COc1ccc(NC(=O)c2cc(-c3ccccc3)on2)cc1	-14	-6	1.1	-12
-3	1	0.99	-10	Cc1cc(/C=N/NC(N)=S)c(C)n1-c1ccc(Cl)cc1	-48	0	1.5	33
-18	3	0.97	-5	COC(=O)CC1=Nc2ccccc2NC(=O)C1	-9	3	1.1	-5
-2	11	0.89	3	CC(=O)c1ccc(N(C(=O)CNC(=O)c2cccs2)C(C(=O)NCC2CCCO2)c2ccccc2)cc1 (stereo not given)	-7	-2	1.1	7
2	8	0.92	6	COc1ccc(-c2cn3ccccc3n2)cc1[N+](=O)[O-]	-3	0	1	21
-9	1	0.99	-7	O=C(CC(c1ccccc1)c1ccccc1O)N1CCCC1 (stereo not given)	-18	0	1.2	-3
0	9	0.91	-7	O=C(CSc1nnc(-c2cccs2)o1)Nc1cccc(S(=O)(=O)N2CCCCC2)c1	-12	1	1.1	-12
1	-6	1.1	0	Cc1ccc(NC(=O)C(C)N2CCN(C)CC2)cc1S(=O)(=O)N1CCOCC1 (stereo not given)	-7	-3	1.1	5

# Fetched by structure from the list above:
ATG4B inhibitor	mIAP block	mIAP act	HKDC1 inhibitor	smiles	hIAP inh	APOBEC3A inh	hIAP activ	PfG6PD inh
2	8	0.92	6	COc1ccc(-c2cn3ccccc3n2)cc1[N+](=O)[O-]	-3	0	1	21
-3	0	1	-5	CC12CC3(C)CC(C)(C1)CC(C(=O)NCC(=O)O)(C2)C3	4	50*	0.96	-4

# Later entries.
ATG4B inhibitor	mIAP block	mIAP act	HKDC1 inhibitor	smiles	hIAP inh	APOBEC3A inh	hIAP activ	PfG6PD inh
13	10	0.9	9	CCn1nc(C)c(C(=O)Nc2cc(Oc3ccc(Cl)cc3)cc([N+](=O)[O-])c2)c1C	19	2	0.81	16
0	1	0.99	-2	CCn1c(-c2cccc(Cl)c2)n[nH]c1=S	1	-5	0.99	7
-8	2	0.98	6	CCc1ccc(C(C)NC(=O)c2cccs2)cc1 (stereo not given)	-1	0	1	3
-7	-6	1.1	-8	COc1ccc(S(=O)(=O)N2CCCC(C(=O)NCCN3CCOCC3)C2)cc1C (stereo not given)	5	-3	0.95	-4
-10	2	0.98	3	Cc1ccc(/C=C2\SC(N3CCCCC3)=NC2=O)cc1	-26	-1	1.3	25
-3	-5	1.1	-3	Cc1ccc(-n2nc(C)c(C(=O)N3CCN(C(=O)c4ccco4)CC3)c2-n2cccc2)cc1	17	1	0.83	-6
-8	0	1	-7	COc1ccc(F)cc1C(=O)C1CCCN(Cc2cccn2-c2cccnc2)C1 (stereo not given)	-6	-12	1.1	8
-1	12	0.88	-2	CC(=O)c1sc(NC(=O)c2cc3c(C)nn(-c4ccccc4)c3s2)nc1C	3	-2	0.97	-24
-7	-10	1.1	-5	O=C(CCCOc1ccc(Cl)cc1Cl)Nc1ncccn1	10	1	0.9	2
-3	7	0.93	6	Cc1nnc2ccc(-c3ccc(NS(=O)(=O)c4ccc(F)cc4F)cc3)nn12	9	-2	0.91	-2
1	3	0.97	-2	Cc1nc(SCC(=O)NC2CCCC2)[nH]c(=O)c1C	21	-1	0.79	3
-1	-4	1	-4	CC[C@]12c3[nH]c4cc(CCC(=O)N(C)C)ccc4c3CCN1C(=O)[C@@H](CC(=O)NC(C)(C)C)C[C@@H]2C(=O)N1CCN(C(=O)c2ccco2)CC1	x	2	x	-6
-1	5	0.95	1	CCN(C1CCCCC1)S(=O)(=O)c1ccc(C(=O)O)cc1	0	1	1	-15
2	5	0.95	6	O=C(O)C1CCC(CN(Cc2cccc(Br)c2)C(=S)Nc2ccccc2F)CC1 (stereo not given)	-3	-4	1	2
3	13	0.87	1	CCOC(=O)c1sc2nc(CSc3ccccc3)nc(N3CCC(C(N)=O)CC3)c2c1C	8	6	0.92	31
-9	10	0.9	-1	O=C(Nc1cc(C(F)(F)F)ccc1N1CCOCC1)C1=NN(c2ccccc2)C(=O)CC1	18	-1	0.82	15

# Screening data (PubChem BioAssay)
